# hiPSC survival: hiPSC single-cell survival enhancement. ATPlite luminescence; 100% = ROCK inhibitor wells, 0% = DMSO. survival enhancement, % at 20 µM. 0.044% of 360,000 active; in the data active = survival enhancement above about 18%;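 also: cells exposed to compounds for 16 hours before the ATP read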
# TRPM1 prom inh: reduces MITF-dependent TRPM1 promoter luciferase signal. SK-MEL-5 TRPM1 promoter luciferase, 24 h. inhibition, % at 12.5 µM. 0.83% of 330,000 active;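 active = mean inhibition across replicates of 60% or more, whatever share of single replicates reaches that level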; also: values of inactives mirror those of a sister screen read the other way
# HTR2A ag: mouse HTR2A agonism via beta-arrestin recruitment. P35363. CHO-K1 mHTR2A beta-arrestin complementation, luminescence; percent of 30 µM serotonin response. activation, % at 7.6 µM. 0.66% of 360,000 active;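 active = activation above a run cutoff, the mean activation of all tested compounds plus 3 SD, cut at about 14% in these data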;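 also: 0% = plate median of compound wells and 100% = 30 µM serotonin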
# Target sequence (P35363 whole entry, looked up): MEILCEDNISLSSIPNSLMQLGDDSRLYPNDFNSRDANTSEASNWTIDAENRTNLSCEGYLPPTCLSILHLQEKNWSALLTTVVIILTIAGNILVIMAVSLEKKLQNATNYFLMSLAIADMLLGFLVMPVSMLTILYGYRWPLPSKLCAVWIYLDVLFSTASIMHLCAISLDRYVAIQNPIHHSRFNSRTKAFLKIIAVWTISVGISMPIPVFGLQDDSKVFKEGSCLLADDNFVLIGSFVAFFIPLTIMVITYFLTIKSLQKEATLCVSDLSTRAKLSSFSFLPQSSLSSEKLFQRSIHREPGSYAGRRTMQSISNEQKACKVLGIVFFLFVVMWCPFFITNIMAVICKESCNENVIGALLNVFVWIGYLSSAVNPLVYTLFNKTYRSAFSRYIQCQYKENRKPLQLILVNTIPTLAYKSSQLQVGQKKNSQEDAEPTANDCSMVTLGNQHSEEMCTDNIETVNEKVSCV
# HIF-2a block: HIF-2a inhibition. inhibition, % at 18.8 µM. AID 624352. 786-0 RCC cells HIF-2a reporter, luciferase luminescence, overnight. 0.72% of 360,000 active;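 active = inhibition of the luminescence signal of 40% or more relative to plate controls, in a single-dose primary screen at 18.75 µM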
# NR2E3 ag-1: activates human NR2E3 receptor; Q9Y5X4; CHO-S Gal4-NCOR/VP16-NR2E3 two-hybrid, luciferase; inhibition of corepressor binding, % at 3.98 µM; 0.35% of 360,000 active; AID 602229;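 active = inhibition above the mean of all tested compounds plus 3 SD, cut at about 70% in these data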;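 also: 0% = DMSO with NR2E3 transfected cells and 100% = cells lacking NR2E3 construct; higher means lower luciferase signal from less NR2E3 corepressor binding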
# Target sequence (Q9Y5X4 whole entry, looked up, the tested form may be a part): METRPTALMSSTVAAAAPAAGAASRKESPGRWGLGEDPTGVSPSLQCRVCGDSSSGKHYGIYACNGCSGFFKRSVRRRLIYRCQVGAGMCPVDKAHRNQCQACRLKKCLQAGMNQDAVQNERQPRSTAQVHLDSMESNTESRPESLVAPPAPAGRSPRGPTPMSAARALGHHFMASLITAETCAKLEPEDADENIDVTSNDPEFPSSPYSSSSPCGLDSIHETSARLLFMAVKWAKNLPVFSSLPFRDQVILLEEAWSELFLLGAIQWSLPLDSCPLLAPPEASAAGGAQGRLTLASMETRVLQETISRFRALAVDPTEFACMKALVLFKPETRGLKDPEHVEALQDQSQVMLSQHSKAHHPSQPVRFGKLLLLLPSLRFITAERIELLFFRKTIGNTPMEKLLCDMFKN
# CaV13 ICDI inh: Primary screen for inhibitors of IQ motif and Ca2+-dependent inactivation inhibitor domain binding in CACNA1D, Förster resonance energy transfer in living cells, …; HEK cells, CFP/YFP FRET ICDI-IQ, plate reader, 10 min; percent FRET-ratio fall versus neutral wells; inhibition, % at 12.3 µM; 0.098% of 340,000 active;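 active = mean replicate inhibition of at least 30% and at least 1% of replicates passing that level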;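 also: 0% = median of the neutral control wells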
# PDI inh: inhibitors of human protein disulfide isomerase | P07237 | PDI insulin aggregation turbidity, A650, 90 min | inhibition, % at 10 µM | 0.052% of 350,000 active | AID 588391;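 active = mean inhibition across replicates of 30% or more, whatever share of single replicates reach that level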;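 also: absorbance from insulin aggregation driven by PDI reduction with DTT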
# NR2E3 ag-2: activates human photoreceptor nuclear receptor NR2E3; AID 2300; GST-NR2E3/biotin-RetCOR TR-FRET, 1536-well; Q9Y5X4; 0.12% of 320,000 active; inhibition of corepressor binding, % at 4.78 µM;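 active = percent inhibition above the cutoff of mean plus 3 SD of all tested compounds, set per screening campaign, cut at about 20% in these data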;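 also: 0% = DMSO wells and 100% = biotin wells as full block of FRET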
#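 Test system – NR2E3–RetCOR corepressor complex · Quantity – NR2E3 fusion 1.35 nM · Buffer or medium – Tris pH 7.5 · Incubation – Compound–protein incubation for 5 h at 4 °C · Technique – TR-FRET, Eu(K)-anti-GST donor, streptavidin-D2 acceptor, ex 340, em 617/671 nm · Evaluation – percent inhibition of 671/617 nm emission ratio versus biotin and DMSO controls · Plate – 1536-well format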
# Shn3 inh set2: inhibitors of Schnurri-3 3'UTR reporter in osteoblasts. Clone20 osteoblast Shn3 3'UTR firefly luciferase, 24 h. inhibition, % at 12.5 µM. 0.52% of 360,000 active. AID 588674;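 active = mean inhibition of at least 75% with every replicate also reaching 75%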;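 also: 0% = median of neutral control wells and 100% = pilot-screen positive control compound; some compounds past the cut are filed as inactive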
# Peg3 prom inh: reduces Peg3 promoter-driven luciferase expression in HeLa. 1.7% of 360,000 active. inhibition, % at 20 µM. HeLa PEG-Prom luciferase reporter, luminescence, overnight. AID 588405;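 active = inhibition of at least 50% at 20 µM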
# H9c2 protect: modulators protecting cardiomyocytes from myocardial damage. H9c2 cardiomyocytes, H2O2 injury protection, ATPLite, 2 h. protection from H2O2 cell death, % at 20 µM. 0.63% of 360,000 active. AID 588492;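 active = compounds giving at least 50% protection of heart cells from peroxide-induced death in the single-dose screen, raw or plate-pattern-corrected value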;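 also: 0% = DMSO wells with peroxide and 100% = DMSO wells without peroxide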
# * marks the source's active call; other numbers are inactive results; / = no result given.
SMILES,hiPSC survival,TRPM1 prom inh,HTR2A ag,HIF-2a block,NR2E3 ag-1,CaV13 ICDI inh,PDI inh,NR2E3 ag-2,Shn3 inh set2,Peg3 prom inh,H9c2 protect
C/C(=N/N=C/c1ccc(N(C)C)cc1)c1ccccc1,-2.8,-19.7,3.5,-42.8,-33.3,-5.4,-0.4,-4.9,-33.3,-237.3,-5.9
O=C(Cn1cccc1C(=O)c1ccccc1)NCc1cccnc1,-1.1,8.5,3.2,8.2,-0.6,/,2.5,-0.2,-0.2,-2.2,-0.4
Cc1c(NC(=O)Cc2ccccc2)cccc1C(=O)NN1C(=O)c2ccccc2C1=O,0.6,2.8,0.7,10.6,-10.4,-18.8,1.3,0.6,-28.6,16.3,3.0
Cc1cc(NS(=O)(=O)c2ccc(Cl)cc2)nn1CC(=O)NCc1ccco1,0.6,2.6,-1.5,16.7,9.1,/,-7.2,-0.4,-2.5,8.6,-0.9
CN(CC(=O)OCC(=O)NCc1ccccc1)S(=O)(=O)c1ccc(F)cc1,-0.4,-0.1,2.0,1.4,5.2,-3.3,-7.8,-1.2,4.9,1.1,-2.2
CN(C)C1(CNC(=O)Nc2ccccc2)CCCCC1,-0.4,-7.2,-7.4,17.6,-3.1,-1.8,-1.6,-6.3,-7.8,7.5,-3.5
CCOCCc1nnc(NC(=O)c2cc(OC)c(OC)c(OC)c2)s1,-0.2,13.7,0.6,-0.5,5.0,-4.7,-2.1,2.9,4.6,4.5,14.9
O=C(Cc1ccccc1)Nc1cccc(C(=O)O)c1O,2.6,10.8,1.6,6.0,21.9,-4.2,-0.9,4.7,-4.2,-4.8,1.6
CCc1c(C)nn(C(=O)/C(C#N)=C\N(C)C)c1C,0.0,6.7,42.4*,-34.1,-10.8,6.8,-8.9,0.1,-5.5,-5.7,17.6
O=C(C1CCN(c2ncnc3c2nc2n3CCCCC2)CC1)N1CCCCC1,0.3,0.3,1.5,15.6,-17.9,-2.7,0.5,-2.5,18.1,13.8,2.8
Cc1nc(C)c(C(=O)N2CCCC(C(=O)c3ccc4ccccc4c3)C2)s1 (configuration not stated),0.6,6.8,2.6,-1.9,-9.7,-5.4,6.7,5.4,21.6,12.6,-6.0
CN1C2=C(C(=O)CC(C)(C)C2)C(c2cccs2)C2=C1CC(C)(C)CC2=O,-0.1,-3.3,-0.9,16.6,-8.9,-4.5,-11.3,3.1,21.7,8.4,2.3
CC(=O)NCC(=O)N(C)C(C(=O)Nc1ccc2c(c1)OCCO2)c1ccccc1 (configuration not stated),-2.2,-0.1,1.2,0.0,11.8,/,-2.2,-1.2,-23.0,22.5,3.3
CN1CCCN(C(=O)/C=C/c2ccc(F)cc2)CC1,0.6,2.4,-2.0,-3.9,2.5,-5.6,1.4,-0.3,-27.9,-10.2,2.4
O=C(CNS(=O)(=O)c1ccc([N+](=O)[O-])cc1)N/N=C\c1ccc(O)cc1,-0.2,4.4,-2.1,2.3,0.4,-2.0,-5.2,-2.6,16.0,5.8,21.6
O=C(c1ccc([N+](=O)[O-])cc1)N1CCN(c2ncc(Br)cn2)CC1,0.1,4.0,6.9,4.3,-11.8,-17.8,-13.2,4.6,4.9,19.6,-3.7
COc1cc(C2Nc3cc(Cl)c(S(N)(=O)=O)cc3S(=O)(=O)N2)cc(OC)c1OC (configuration not stated),2.1,9.2,0.1,8.2,10.1,-3.4,-17.1,-1.6,2.6,6.2,1.2
CCc1nc2c(OCc3ccc(OC)cc3)cccn2c1N(C)C(=O)C(C)C,0.8,/,0.3,9.3,27.8,-17.0,0.9,/,21.2,5.6,1.9
CC1(C)NC(=O)N(CCCCOc2ccc(Cl)cc2)C1=O,-4.2,-3.9,-5.0,-26.1,-5.1,-7.7,2.9,2.5,12.9,-3.5,1.8
O=C(NCCNS(=O)(=O)c1ccccc1Cl)c1cc(OCC(F)(F)F)ccc1OCC(F)(F)F,0.9,3.0,-6.4,-13.2,-10.0,-4.0,-0.6,0.3,30.7,27.8,4.8
N#Cc1ccc(-c2csc(NNC(=O)c3ccccc3)n2)cc1,-0.8,3.3,-1.1,-19.2,-27.5,/,-8.7,0.2,-7.2,0.1,-5.3
Cc1ccc(S(=O)(=O)n2ccc3c(OCCOCCNCc4ccc(F)cc4)cccc32)cc1,-0.7,32.5,-16.3,24.6,63.0,-2.2,0.5,-1.5,76.6,95.6*,-21.2
O=Cc1ccc2c(c1)CCN2Cc1ccccc1,0.0,2.7,-0.2,-8.3,-26.4,-2.7,-1.1,1.9,6.9,-39.7,-6.2
CCN1CCN(c2cc(SC(C)C)nc(-c3ccc(OC)cc3)n2)CC1,0.2,-3.0,-10.0,7.7,0.0,-5.4,2.0,/,-21.5,53.1*,2.6
O=C(O)CCC(CNS(=O)(=O)c1ccccc1)C(F)(F)F (configuration not stated),-0.6,3.7,-4.0,22.1,5.3,-4.0,1.1,-3.0,-8.3,-0.7,-7.7
CCCCSc1nc(NCc2ccco2)c2c3c(sc2n1)COC(C)(C)C3,1.4,-11.3,0.7,-78.6,-18.5,-4.2,13.4,0.0,-9.8,-41.4,-10.0
CC(=O)c1ccc(OCC(O)CN2CCN(CCN3C(=O)c4cccc5cccc(c45)C3=O)CC2)cc1 (configuration not stated),-1.1,-3.3,-1.5,11.6,10.3,-4.2,5.9,-1.6,10.6,50.0*,32.1
CCN(C)C1CN(Cc2cn(Cc3ccccc3)nn2)S(=O)(=O)C1 (configuration not stated),-1.2,/,1.6,1.0,9.9,-10.7,/,/,/,/,/
CN(Cc1ccccc1)C(=O)c1ccc(Nc2nc(C(N)Cc3ccccc3)cs2)nc1 (configuration not stated),-2.5,/,-2.7,-33.3,5.2,-10.8,-1.4,/,27.4,92.7*,-18.9
NC(=O)CSc1nnc(COc2ccccc2)n1Cc1ccco1,1.4,3.8,3.2,20.9,-20.0,-0.5,-1.4,2.8,8.5,2.5,8.8
CSCCC(NC(=O)c1cccc([N+](=O)[O-])c1)C(=O)O (configuration not stated),0.7,8.5,2.1,11.4,-4.2,-5.1,-11.3,-1.7,-2.4,4.6,0.3
COc1ccc2nc(NC(=O)CS(=O)(=O)Cc3ccccc3)sc2c1,-0.3,4.2,4.0,-32.8,0.3,2.7,7.3,2.5,-22.2,-23.9,-2.4
Cc1cccc(-n2ncc3c(N4CCC5(CC4)OCCO5)ncnc32)c1,-0.4,-62.2,0.0,-298.3,-56.4,-6.5,0.0,-2.6,-77.5,-245.2,11.8
Clc1ccc(C2CSc3c4ncnc-4ncn32)cc1 (configuration not stated),1.4,4.9,-3.4,1.9,-21.9,-5.6,15.3,0.2,/,9.8,10.3
CC(=O)Nc1ccc(SCC(=O)N(C)C2CCS(=O)(=O)C2)cc1 (configuration not stated),-0.1,0.8,1.1,19.4,-7.4,5.7,12.5,-1.7,-7.7,-6.8,-0.2
O=C(Nc1ccc(N2CCOCC2)c(S(=O)(=O)Nc2ccccc2Cl)c1)c1ccc(F)cc1,15.2,2.2,-4.4,35.2,3.6,-6.3,13.3,/,13.6,35.7,12.0
Cc1ccc(S(=O)(=O)NC(=O)C2(C)CCN2C(=O)CC2CCCC2)cc1 (configuration not stated),3.5,/,-1.5,5.6,-7.8,-4.3,7.9,/,-2.5,-3.1,4.2
COC(=O)c1cccc(S(=O)(=O)N(Cc2ccco2)Cc2cc3cc(OC)c(OC)cc3[nH]c2=O)c1,-0.2,-14.0,3.3,-8.0,-14.1,-5.5,12.0,0.3,8.9,0.3,6.9
CCCCC1(C)OC(=O)C(=Cc2c[nH]c3ccccc23)C(=O)O1 (configuration not stated),1.8,-10.6,-1.5,-1.8,3.7,5.8,2.1,1.8,-7.1,-34.4,7.1
O=C(c1ccccc1)c1cc2ccc(O)cc2oc1=O,-0.4,-5.3,-1.0,-34.0,-17.9,-4.7,0.3,-0.9,-20.7,-64.5,0.6

# 3 entries from above, ordered by their value in CaV13 ICDI inh, rising.
Structure | CaV13 ICDI inh
Clc1ccc(C2CSc3c4ncnc-4ncn32)cc1 (configuration not stated) | -5.6
O=C(c1ccccc1)c1cc2ccc(O)cc2oc1=O | -4.7
CC(=O)Nc1ccc(SCC(=O)N(C)C2CCS(=O)(=O)C2)cc1 (configuration not stated) | 5.7

# (listing goes on)
SMILES,hiPSC survival,TRPM1 prom inh,HTR2A ag,HIF-2a block,NR2E3 ag-1,CaV13 ICDI inh,PDI inh,NR2E3 ag-2,Shn3 inh set2,Peg3 prom inh,H9c2 protect
O=Cc1cn(-c2ccccc2)nc1-c1cccc([N+](=O)[O-])c1,4.4,/,0.2,-64.2,-31.5,-4.5,-2.7,/,-3.5,-41.3,2.2
C[N+]12CCC(CC1)C(OC(=O)C(O)(c1ccccc1)c1ccccc1)C2 (configuration not stated),-0.4,8.6,-4.5,5.8,1.0,-4.7,9.2,1.7,1.1,-0.6,8.9
NS(=O)(=O)c1ccc(CCNC(=O)CCNS(=O)(=O)c2ccccc2C(F)(F)F)cc1,1.7,-1.7,-2.5,11.6,-15.9,-5.3,-5.9,-0.1,-12.8,-9.4,0.3
CC(C)(C)NC(=O)C(c1ccc(-c2ccccc2)cc1)N(C[C@H]1CC[C@@H]([C@@H]2CC[C@H](CO)O2)O1)C(=O)c1ccc2ccccc2c1 (some centres not stated),-2.3,12.1,-0.2,-18.2,-4.1,-3.0,13.8,/,-1.6,30.9,-4.9
O=C(CSc1nc2ccc([N+](=O)[O-])cc2s1)c1ccc2ccccc2c1,-0.7,2.6,2.2,-31.9,-41.7,-1.6,-6.9,/,-45.0,-1.4,-10.6
O=C(N/N=C/c1ccoc1)c1ccccc1,-0.4,5.5,4.2,-39.1,-88.5,/,10.0,-0.1,-15.4,-26.7,2.5
O=C(CSc1nnc(-c2cccnc2)n1Cc1ccccc1)NCc1ccco1,-1.1,6.6,5.8,-4.8,2.1,-9.4,6.1,2.1,-10.4,1.9,2.9
CC(=O)Nc1ccc(S(=O)(=O)N(C)CC(=O)OCC(=O)N2CCCCC2)cc1,-0.5,12.1,-1.6,5.7,15.1,-5.0,-13.6,3.0,-0.1,-17.5,3.5
CCOc1cccc(C(=O)NNC(=O)C2C3C=CC(C3)C2C(=O)O)c1 (configuration not stated),1.3,14.6,2.6,-3.7,-38.4,-2.9,-4.7,-2.0,-10.3,-1.1,-1.1
Cc1cc(C)cc(N2C(N)=NC(N)=NC2c2cccc(Cl)c2)c1 (configuration not stated),-0.3,9.8,1.9,12.9,-10.1,-4.9,-0.3,3.1,15.9,14.8,-2.0
Cc1cc(C)c2sc(NNC(=O)c3ccc(S(=O)(=O)N4CCc5ccccc5C4)cc3)nc2c1,0.2,72.3*,3.4,3.8,0.4,-9.2,/,1.9,96.4*,59.4*,29.7
C=C(C)CN1C(=O)C(O)(CC(=O)c2ccc3c(c2)OCCO3)c2ccccc21 (configuration not stated),4.3,-7.4,-1.9,22.6,12.7,-5.0,-0.7,-2.4,5.2,9.2,-4.6
